Efflux pump mplx: blocks antifungal efflux pumps in multiplex yeast assay. S. cerevisiae Candida pump triplex, Nile Red efflux. inhibition, % at 10 µM. 330,000 tested, 0.44% active. AID 485275;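 active means plate passing quality check with inhibition over a set limit, or well fluorescence over plate mean plus 4 SD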;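 further: Nile Red retained in pooled yeast measured as flow cytometry median fluorescence; 0% = buffer negative control and 100% = Enniatin B positive control; higher means more Nile Red kept so more efflux inhibition; some compounds called inactive have numbers as strong as hits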
Yeast superoxide: caloric restriction mimetics inhibiting age-related superoxide in yeast | S. cerevisiae aged cells, superoxide DHE fluorescence; hits give low values | superoxide response (% of plate mean), % at 10 µM | 330,000 tested, 0.18% active;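 active means superoxide response under a set limit, about three screen SD below normal, cut at about 65% in these data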;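 further: yeast aged for seven days with compound at 30 °C before DHE staining; 100% = average MFI of all compound-treated wells on the plate with controls excluded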
Active calls of the source: *.

SMILES	Efflux pump mplx	Yeast superoxide
CCN1C[C@@H]2[C@@H]3C(=O)N(Cc4ccccc4)C(=O)[C@@H]3[C@](Cc3ccccc3)(C(=O)OC)N2C1=NC1CCCCC1	0.1	100.4
COc1ccc(-c2ccccc2[C@H]2[C@@H]3C=CC[C@@H](C)[C@@H]3C(=O)N2Cc2ccccc2)cc1	-0.2	80.5
O=C(CCc1ccccc1)N[C@@H]1c2ccccc2CC[C@H]1OCc1ccccc1	0.3	98.8
CC(C)N(C(=O)[C@H]1C[C@H](CC(=O)NCCC2=CCCCC2)C(=O)N2CCc3c([nH]c4cc(CCC(=O)N(C)C)ccc34)[C@]12C)C(C)C	0.3	80.2
COc1cc(OC)c2c(-c3cccc(-c4cccc(N)c4)c3)cc(=O)oc2c1	0.3	84.1
CC[C@]12c3[nH]c4cc(CCC(=O)N(C)C)ccc4c3CCN1C(=O)[C@@H](CC(=O)NCC13CC4CC(CC(C4)C1)C3)C[C@@H]2C(=O)N1CCN(C(=O)c2ccco2)CC1	0.5	94.2
O=S(=O)(N[C@H](CO)Cc1ccccc1)c1ccc(Br)cc1F	0.3	91.7
CN(C)C(=O)CCc1ccc2c3c([nH]c2c1)[C@]1(C)[C@@H](C(=O)N2CCCCC2)C[C@H](CC(=O)NCCc2ccccn2)C(=O)N1CC3	-0.3	92.1
CC[C@]12c3[nH]c4cc(-c5ccco5)ccc4c3CCN1C(=O)[C@@H](CC(=O)NCCCn1ccnc1)C[C@@H]2C(=O)N1CCN(C(=O)c2ccco2)CC1	0.1	111.7
COc1ccc(-c2c(C)cc3oc(=O)cc(-c4ccccc4)c3c2C)cc1	-0.1	113.6
C[C@]12CC[C@H](O)C[C@@H]1CC[C@@H]1[C@@H]2CC[C@@]2(C)[C@H]1CCC(=O)[C@]21CCCO1	0.1	98.4
O=C1c2ccccc2[C@@H]2C[C@@H](O)[C@H](Nc3ccccc3Cl)CCN12	0.2	97.6
O=C1[C@H](c2ccccc2)[C@@H](c2ccccc2)N1c1ccncc1	-0.2	98.5
COc1cc(OC)c2c(c1)OC(=O)CC2c1cc(OC)c(OC)c(OC)c1 (stereo not given)	-0.2	118.9
CCOC(=O)C1=CN(Cc2cccc(-c3ccc4c(c3)OCO4)c2)S(=O)(=O)N(C)C1C (stereo not given)	1.4	93.3
CN[C@@H](C)C(=O)NC[C@H]1O[C@@H](n2cnc3c(N)ncnc32)[C@H](O)[C@@H]1O	0.0	79.9
COc1cc2c(c(OC)c1OC)C(c1ccc(O)cc1)CC(=O)O2 (stereo not given)	-0.1	78.9
CC[C@]12c3[nH]c4cc(-c5ccco5)ccc4c3CCN1C(=O)[C@@H](CC(=O)NCCN1CCOCC1)C[C@@H]2C(=O)N1CCN(C(=O)C2CC2)CC1	0.0	106.9
CCOC(=O)C1=CN(CC)S(=O)(=O)NC1c1ccccc1 (stereo not given)	-0.2	99.7
COC(=O)[C@H](C(C)C)N(Cc1ccccc1)S(=O)(=O)CCN1CCN(c2ccccc2)CC1	0.9	105.1

3 structures out of the list, arranged by formula weight, descending:
SMILES	Efflux pump mplx	Yeast superoxide
CC[C@]12c3[nH]c4cc(-c5ccco5)ccc4c3CCN1C(=O)[C@@H](CC(=O)NCCN1CCOCC1)C[C@@H]2C(=O)N1CCN(C(=O)C2CC2)CC1	0.0	106.9
COC(=O)[C@H](C(C)C)N(Cc1ccccc1)S(=O)(=O)CCN1CCN(c2ccccc2)CC1	0.9	105.1
COc1cc2c(c(OC)c1OC)C(c1ccc(O)cc1)CC(=O)O2 (stereo not given)	-0.1	78.9

The main list resumes with the five entries that preceded the break.
SMILES	Efflux pump mplx	Yeast superoxide
CN[C@@H](C)C(=O)NC[C@H]1O[C@@H](n2cnc3c(N)ncnc32)[C@H](O)[C@@H]1O	0.0	79.9
COc1cc2c(c(OC)c1OC)C(c1ccc(O)cc1)CC(=O)O2 (stereo not given)	-0.1	78.9
CC[C@]12c3[nH]c4cc(-c5ccco5)ccc4c3CCN1C(=O)[C@@H](CC(=O)NCCN1CCOCC1)C[C@@H]2C(=O)N1CCN(C(=O)C2CC2)CC1	0.0	106.9
CCOC(=O)C1=CN(CC)S(=O)(=O)NC1c1ccccc1 (stereo not given)	-0.2	99.7
COC(=O)[C@H](C(C)C)N(Cc1ccccc1)S(=O)(=O)CCN1CCN(c2ccccc2)CC1	0.9	105.1
COC(=O)[C@@]1(Cc2ccccc2)[C@H]2C(=O)N(Cc3ccccc3)C(=O)[C@H]2[C@H]2CN=C(SCc3ccccc3)N21	0.7	95.1
COc1ccc(-c2ccc(-c3cc(=O)oc4cc(OC)c(OC)c(OC)c34)cc2)cc1OC	0.3	93.0
O=C(O)[C@H]1CC=C[C@H]2CCN(Cc3ccc(Cl)c(Cl)c3)C(=O)[C@@H]12	0.3	105.5
COc1ccc2[nH]c3c(c2c1)CCN1C(=O)C(CC(=O)NCc2ccc(OC)c(OC)c2)C[C@H](C(=O)N2CCOCC2)[C@@]31C (stereo not given in full)	-0.2	90.1
COCCCNC(=O)Cn1cnc(C(=O)Nc2ccc(C)c(C)c2)n1	-0.5	104.8
COC(=O)[C@@]1(Cc2ccccc2)[C@H]2C(=O)N(C)C(=O)[C@H]2[C@H]2CN=C(SCc3ccc(C)cc3)N21	0.2	114.4
COc1ccc(NC(=O)NC[C@@H]2CC[C@@H](Cc3ccc(-c4ccccc4)cc3)O2)cc1	-0.1	96.4
CCN(CC)C(=O)[C@H]1C[C@H](CC(=O)NCCCN(C)C)C(=O)N2CCc3c([nH]c4cc(-c5ccco5)ccc34)[C@]12C	-0.2	96.0
CCCCN([C@H](CO)C(C)C)S(=O)(=O)c1ccccc1Br	-0.3	109.2
Cc1ccc(S(=O)(=O)NCCCNS(=O)(=O)c2ccccc2Br)cc1	-0.2	89.6
COc1ccc(-c2noc(CCC(=O)N3CCN(c4ccccc4C)CC3)n2)cc1	0.1	108.4
Cc1ccc(CC(NC(=O)c2ccc(C)cc2)C(=O)O)cc1 (stereo not given)	0.3	120.0
CCCN1C(C)C(C(=O)OCC)=CN(Cc2cccc(I)c2)S1(=O)=O (stereo not given)	-0.3	92.5
Cc1ccc(S(=O)(=O)N2C[C@@H]3[C@H]4CC[C@H](C4)[C@@H]3[C@@H](C)[C@H]2c2ccn(Cc3ccccc3)c2)cc1	-0.5	105.3
O=S(=O)(NCc1ccccc1)c1ccccc1NCc1ccc(Cl)cc1	0.4	112.6
CCOC(=O)C1=CNS(=O)(=O)NC1c1ccccc1 (stereo not given)	-0.1	99.4
COc1ccc2[nH]c3c(c2c1)CCN1C(=O)C(CC(=O)NCc2ccco2)C[C@H](C(=O)N(C(C)C)C(C)C)[C@@]31C (stereo not given in full)	-0.1	105.4
CC[C@]12c3[nH]c4ccc(Cl)cc4c3CCN1C(=O)[C@@H](CC(=O)NCCCn1ccnc1)C[C@@H]2C(=O)N1CCN(C(=O)C2CC2)CC1	-0.2	95.8
C[C@]12c3[nH]c4cc(-c5ccco5)ccc4c3CCN1C(=O)[C@@H](CC(=O)NCCCn1ccnc1)C[C@@H]2C(=O)N1CCCCC1	0.2	92.7
CC(C)=CCC/C(C)=C/CNC(=O)C[C@H]1C[C@H](C(=O)N(C(C)C)C(C)C)[C@@]2(C)c3[nH]c4ccc(Cl)cc4c3CCN2C1=O	-0.1	92.2
COc1ccc(C2/C=C\CN(C(=O)OCC3c4ccccc4-c4ccccc43)CC(=O)N2Cc2cccc(F)c2)cc1 (stereo not given)	0.5	84.7
C[C@]12c3[nH]c4ccc(Cl)cc4c3CCN1C(=O)[C@@H](CC(=O)NCc1ccco1)C[C@@H]2C(=O)N1CCOCC1	-0.5	100.9
CCOC(=O)C1=C(C)N(C[C@@H]2CC[C@@H](Cc3ccc(-c4ccccc4)cc3)O2)C(=O)NC1c1ccc(SCc2ccco2)c([N+](=O)[O-])c1 (stereo not given in full)	0.1	102.4
O=C(Cn1cnc2c(NCc3ccccc3)ncnc21)NCCCN1CCCC1=O	-0.3	105.4
O=C(Cc1cccs1)N[C@@H]1c2ccccc2CC[C@@H]1OCc1ccccc1	-0.2	97.0
CN(C)C(=O)CCc1ccc2c3c([nH]c2c1)[C@]1(C)[C@@H](C(=O)N2CCOCC2)C[C@H](CC(=O)NCCC2=CCCCC2)C(=O)N1CC3	-0.2	102.7
COc1ccc(C2CC(=O)Oc3cc4c(cc32)OCO4)cc1 (stereo not given)	0.1	108.5
Nc1ncnc2c1ncn2[C@@H]1O[C@H](CNCC(O)CO)[C@@H](O)[C@H]1O (stereo not given in full)	-0.2	99.8
COC(=O)[C@@]1(C)[C@H]2C(=O)N(Cc3ccccc3)C(=O)[C@H]2[C@H]2CN=C(SCC(=O)c3ccccc3)N21	0.0	105.0
CC[C@]12c3[nH]c4cc(CCC(=O)N(C)C)ccc4c3CCN1C(=O)[C@@H](CC(=O)NC/C=C(\C)CCC=C(C)C)C[C@@H]2C(=O)N1CCN(C(=O)c2ccco2)CC1	0.1	104.5

Two records picked at random from the list so far, as already listed:
SMILES	Efflux pump mplx	Yeast superoxide
CN(C)C(=O)CCc1ccc2c3c([nH]c2c1)[C@]1(C)[C@@H](C(=O)N2CCOCC2)C[C@H](CC(=O)NCCC2=CCCCC2)C(=O)N1CC3	-0.2	102.7
COc1ccc(C2/C=C\CN(C(=O)OCC3c4ccccc4-c4ccccc43)CC(=O)N2Cc2cccc(F)c2)cc1 (stereo not given)	0.5	84.7

Additional entries
SMILES	Efflux pump mplx	Yeast superoxide
CC[C@]12c3[nH]c4cc(CCC(=O)N(C)C)ccc4c3CCN1C(=O)[C@@H](CC(=O)NCC13CC4CC(CC(C4)C1)C3)C[C@@H]2C(=O)N1CCN(C(=O)C2CC2)CC1	0.6	120.4
Cc1cc2oc(=O)cc(-c3ccccc3)c2c(C)c1-c1ccc(F)c(Cl)c1	0.2	113.2
COc1ccccc1C1CC(=O)Oc2cc(OC)c(OC)c(OC)c21 (stereo not given)	-0.1	108.2
CCOC(=O)C1=C(C)N(C[C@@H]2CC[C@@H](Cc3ccc(-c4ccccc4)cc3)O2)C(=O)NC1c1ccc(-c2ccccc2)cc1 (stereo not given in full)	0.0	103.7
CCN(CC)C(=O)[C@H]1C[C@H](CC(=O)NCc2cccc(C(F)(F)F)c2)C(=O)N2CCc3c([nH]c4ccc(Cl)cc34)[C@]12C	0.5	101.3
COc1cc2oc(=O)cc(-c3ccc(-c4ccc(O)cc4)cc3)c2c(OC)c1OC	0.1	102.7
COc1cc(C2CC(=O)Oc3cc(C)c(Br)c(C)c32)cc(OC)c1OC (stereo not given)	-0.1	88.3
CC[C@]12c3[nH]c4cc(CCC(=O)N(C)C)ccc4c3CCN1C(=O)[C@@H](CC(=O)NC(C)(C)C)C[C@@H]2C(=O)N1CCN(C(=O)c2ccco2)CC1	-0.3	107.1
CCOC(=O)C1=C(C)N(C[C@@H]2CC[C@@H](Cc3ccc(-c4ccccc4)cc3)O2)C(=O)NC1c1cccc2ccccc12 (stereo not given in full)	0.9	104.0
CN(C)C(=O)CCc1ccc2c3c([nH]c2c1)[C@]1(CCC2CCCC2)[C@@H](C(=O)N2CCOCC2)C[C@H](CC(=O)NCCCn2ccnc2)C(=O)N1CC3	0.1	98.0
CC(C)[C@@H](CO)NS(=O)(=O)c1ccc(Br)cc1F	0.0	95.1
COc1ccc(C2/C=C\CC(NC(=O)OCC3c4ccccc4-c4ccccc43)CC(=O)N2Cc2ccccc2F)cc1 (stereo not given)	0.1	95.1
CC(C)N(C(=O)[C@H]1C[C@H](CC(=O)NCc2cccc(C(F)(F)F)c2)C(=O)N2CCc3c([nH]c4ccc(Cl)cc34)[C@]12C)C(C)C	-0.1	103.2
CC[C@]12c3[nH]c4cc(CCC(=O)N(C)C)ccc4c3CCN1C(=O)[C@@H](CC(=O)NCCCOC)C[C@@H]2C(=O)N1CCN(C(=O)c2ccco2)CC1	-0.3	104.8
CC(C)(C)OC(=O)C1=C(CO)CS[C@@H]2[C@H](NC(=O)Cc3ccccc3)C(=O)N12	-0.1	99.0
CCOC(=O)C1Oc2ccccc2C(c2ccc(F)cc2)=C1C(=O)OC (stereo not given)	-0.2	97.8
C=C1c2cccc(OC)c2O[C@H](C(=O)OCC)[C@@H]1CCCCCC	0.0	93.0
COC(=O)c1ccc(CNC(=O)Cn2cnc3c(NCc4ccccc4)ncnc32)cc1	-0.2	110.7
CCCN1C(C)C(C(=O)OCC)=CN(Cc2ccc(Br)cc2)S1(=O)=O (stereo not given)	-0.2	104.5
Cc1ccc(S(=O)(=O)N2C[C@@H]3CCCC[C@@H]3[C@@H](C)[C@H]2c2cn(Cc3ccccc3)c3ccc(F)cc23)cc1	0.6	97.4
Cc1ccc(C2/C=C\CC(NC(=O)OCC3c4ccccc4-c4ccccc43)CC(=O)N2Cc2ccccc2)cc1 (stereo not given)	0.5	91.2
CC[C@]1(C(=O)OC)[C@H]2C(=O)N(C)C(=O)[C@H]2[C@H]2CN(C)C(=NC3CCCCC3)N21	-0.2	99.9
CC(C)=CCC/C(C)=C/CNC(=O)C[C@H]1C[C@H](C(=O)N2CCCCC2)[C@@]2(CCc3ccccc3)c3[nH]c4ccc(Cl)cc4c3CCN2C1=O	0.1	98.1
CCCCNS(=O)(=O)CCNCc1ccc(OC)cc1	-0.2	107.9
Cc1ccc(C(=O)NC(Cc2cccc(C(F)(F)F)c2)C(=O)O)cc1 (stereo not given)	0.2	96.9
COCCCNC(=O)C[C@H]1C[C@H](C(=O)N2CCOCC2)[C@@]2(CCC3CCCC3)c3[nH]c4cc(-c5ccco5)ccc4c3CCN2C1=O	0.5	105.8
O=C(C[C@H]1C[C@H](C(=O)N2CCOCC2)[C@@]2(CCC3CCCC3)c3[nH]c4cc(-c5ccco5)ccc4c3CCN2C1=O)NCC12CC3CC(CC(C3)C1)C2	0.3	100.7
COc1ccc(-c2noc(CCC(=O)N3CCN(c4ccccc4)CC3)n2)cc1	-0.3	106.0
CC(C)N(C(=O)[C@H]1C[C@H](CC(=O)NCCc2ccccn2)C(=O)N2CCc3c([nH]c4cc(CCC(=O)N(C)C)ccc34)[C@]12C)C(C)C	-0.2	106.3

Screening results from PubChem BioAssay.

A portion of the library; count on the stated rates, not on these rows.
